HCV inhibitor – qHTS Assay for Inhibitors of Hepatitis C Virus (HCV); Potency, µM (doses to about 41.8 µM), without a hit: top-dose activity change, negative = inhibition, actives largely listed as inhibitors; hit rate 3.4% among 340,000; Huh7.5.1 HCVcc-Cre infection, luciferase reporter, 44 h
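A cell-based infection assay in which seeded cells (1,000 per well) receive test compound after 4 h, are inoculated with HCVcc-Cre at approximately 0.5 moi, and are incubated 44 h before luminescence detection.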
Pf growth 48h – Primary qHTS for delayed death inhibitors of the malarial parasite plastid, 48 hour incubation. P. falciparum luciferase growth in erythrocytes, 48 h. Potency, µM (series often up to 28.7 µM), for the others: at the highest dose activity change, negative = inhibition, hits mostly inhibitors. hit rate 5.9% among 310,000
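Cell-based growth assay: transgenic P. falciparum expressing firefly luciferase, cultured in red cells within RPMI 1640 containing 0.5% w/v Albumax, 24 mM bicarbonate and gentamycin. A drop in luciferase activity indicates inhibition.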
Tb PYK inh – qHTS of Trypanosoma Brucei Inhibitors; TbPYK enzyme, Kinase-Glo Plus ATP luminescence, 45 min; hit rate 0.12% among 410,000; AID 624173, 2012; Potency, µM (doses to about 76.8 µM), without a hit: at the highest dose activity, negative = inhibition, most hits filed as inhibitors; further: nearly all actives have a fitted effect of over 50% in size
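Glycolytic pyruvate kinase of T. brucei was incubated with substrate, test compound and 130 uM ADP for 45 minutes at room temperature. Luminescent Kinase-Glo Plus signal was measured after 10 minutes.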
Pf growth 96h – Primary qHTS for delayed death inhibitors of the malarial parasite plastid, 96 hour incubation; P. falciparum luciferase reporter growth, 96 h; hit rate 6.9% among 320,000; Potency, µM (series often up to 28.7 µM), for the others: at the top dose activity change, negative = inhibition, most hits filed as inhibitors
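Compounds incubated with erythrocytes infected by luciferase-expressing P. falciparum (2% hematocrit, 0.05% parasitemia final) for 96 hours, 37 C in 5% CO2. Growth inhibition scored as decreased luciferase luminescence.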
Sm TGR block – qHTS Assay for the Inhibitors of Schistosoma Mansoni Peroxiredoxins | AID 485364, 2010 | purified TGR, DTNB reduction, TNB absorbance 405 nm | Schistosoma mansoni thioredoxin glutathione reductase (TGR), Q962Y6 | hit rate 3% among 360,000 | Potency, µM (titrated, usually from 114 µM), for inactives: top-dose activity change, negative = inhibition, actives largely listed as inhibitors; further: nearly all actives have a fitted effect of over 60% in size
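TGR 20 nM + NADPH 100 uM (dispensed conc.), cpd preinc 15 min RT; start with NADPH (500 uM addition) then DTNB (15 mM addition). Kinetic TNB absorbance, 405 nm filter. Four-parameter Hill fit across titration.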
LmPK inhibitor – qHTS Assay for Inhibitors of Leishmania Mexicana Pyruvate Kinase (LmPK); hit rate 0.37% among 290,000; Potency, µM (titrated, usually from 57.5 µM), inactives show top-dose activity change, negative = inhibition, most hits filed as inhibitors; AID 1721, 2009; purified LmPK, Kinase-Glo ATP luminescence, 1 h
Target sequence (Q27686 whole entry, looked up): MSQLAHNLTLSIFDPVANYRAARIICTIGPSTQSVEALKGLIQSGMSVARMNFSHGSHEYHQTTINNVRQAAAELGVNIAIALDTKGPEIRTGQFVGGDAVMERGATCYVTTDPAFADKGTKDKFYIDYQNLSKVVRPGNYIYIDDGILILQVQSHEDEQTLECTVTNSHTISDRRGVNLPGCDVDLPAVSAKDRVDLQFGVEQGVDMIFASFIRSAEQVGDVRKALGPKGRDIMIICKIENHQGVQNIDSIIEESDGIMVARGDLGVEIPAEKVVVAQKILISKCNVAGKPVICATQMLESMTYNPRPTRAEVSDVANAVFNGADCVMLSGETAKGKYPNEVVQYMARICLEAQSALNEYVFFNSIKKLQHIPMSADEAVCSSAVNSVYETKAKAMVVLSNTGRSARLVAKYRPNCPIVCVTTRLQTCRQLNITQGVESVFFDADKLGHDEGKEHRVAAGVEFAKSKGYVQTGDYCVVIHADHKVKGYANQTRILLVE
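Screened at intermediate enzyme activity to detect both inhibitors and activators: LmPK at 0.1 nM, with a 0.5 nM enzyme column as activation reference. PEP 0.5 mM, ADP 0.1 mM; ATP detected by luminescence after 1 h.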
* = called active by the depositor; i = inactive; ? = inconclusive; . = not tested or not shown; [ ] = remark or other dose. The call rests on the fitted dose curve; in most records, active means well fitted curve in the direction sought with a large enough effect; inconclusive means small, poorly fitted or top-dose-only effect, or another doubt; inactive means no such curve, though single readings can be large; an effect the other way counts as inactive or inconclusive. On the % scale 0 is the no-effect control and ±100 the full control effect; potency means the concentration at half of the fitted maximal effect.

structure	HCV inhibitor	Pf growth 48h	Tb PYK inh	Pf growth 96h	Sm TGR block	LmPK inhibitor
CC/C(O)=C1\C(=O)CCCC1=NCc1nc2ccccc2[nH]1	12%	?	-2%	-17%	2%	-3%
COc1ccc(-c2nc3nc(C)cc(=O)n3[nH]2)cc1	5%	.	-1%	25%	-1%	-7%
CN(CC(=O)Nc1ccc(F)cc1)C(=O)CN1C(=O)c2ccccc2C1=O	21%	6%	-3%	?	-13%	.
Cc1csc(NC(=O)c2ccc3ccccc3n2)n1	?	.	4%	131%[activator]	8%	-10%
O=C(Nc1ccccc1NC(=O)c1ccco1)c1ccco1	6%	0%	.	.	3%	4%
CC(=O)c1ccc(NC(=O)C2C3C=CC(O3)C2C(=O)O)cc1 (stereo unspecified)	12%	-6%	2%	0%	-6%	-2%
Cc1cc(OCC(=O)O)c2ccccc2n1	7%	-2%	-7%	31%[activator]	3%	2%
O=C(CCCOc1cccc(Br)c1)NC1CCC(O)CC1 (stereo unspecified)	4%	32%[activator]	4%	-10%	-3%	-5%
O=C(c1ccco1)C12CN3CN(CN(C3)C1)C2	23%	-23%	3%	-14%	-10%	2%
N#Cc1nc(-c2ccccc2Cl)oc1N1CCOCC1	-3%	-16%	2%	.	7%	2%
C/C(O)=C(/N=O)C(=O)Nc1ccccc1	18%	1%	-2%	12µM*	0%	3%
COc1ccc(C2CC2/C(C)=N/OC(=O)C2CC2)cc1 (stereo unspecified)	16%	26%	-6%	44%[activator]	-3%	6%
O=C(CC1C(=O)NCCN1Cc1c(F)cccc1Cl)NCCCOc1cccnc1 (stereo unspecified)	5%	-16%	1%	15µM*	-15%	6%
COc1ccc(C(=O)c2oc3ccc(OC)cc3c2N)cc1	-3%	145%[activator]	3%	?	-8%	1%
Cc1cn(C2CC(OC(=O)C(C)C)C(CO)O2)c(=O)[nH]c1=O (stereo unspecified)	-20%	2%	-3%	-10%	-1%	.
COc1cc(C(=O)NCc2nnc(SCC(=O)NC3CCCCC3)o2)cc(OC)c1OC	-2%	12%	-10%	?	2%	-5%
N#Cc1nc(COc2ccccc2)oc1N1CCN(c2cccc(Cl)c2)CC1	5%	?	-5%	.	0%	1%
CCCCc1noc(-c2c(-c3ccccc3Cl)noc2C)n1	-3%	?	-1%	9%	12%	3%
O=C(NCc1ccccc1Br)c1ccncc1	-9%	3%	-2%	-2%	4%	-4%
Cc1nc2oc3c(NCc4ccccc4)ncnc3c2c2c1COC(C)(C)C2	-30%	12µM*	.	?	10%	5%

11 compounds out of the list, ordered by heavy-atom count, low to high:
structure	HCV inhibitor	Pf growth 48h	Tb PYK inh	Pf growth 96h	Sm TGR block	LmPK inhibitor
C/C(O)=C(/N=O)C(=O)Nc1ccccc1	18%	1%	-2%	12µM*	0%	3%
Cc1cc(OCC(=O)O)c2ccccc2n1	7%	-2%	-7%	31%[activator]	3%	2%
O=C(NCc1ccccc1Br)c1ccncc1	-9%	3%	-2%	-2%	4%	-4%
COc1ccc(-c2nc3nc(C)cc(=O)n3[nH]2)cc1	5%	.	-1%	25%	-1%	-7%
N#Cc1nc(-c2ccccc2Cl)oc1N1CCOCC1	-3%	-16%	2%	.	7%	2%
O=C(CCCOc1cccc(Br)c1)NC1CCC(O)CC1 (stereo unspecified)	4%	32%[activator]	4%	-10%	-3%	-5%
Cc1cn(C2CC(OC(=O)C(C)C)C(CO)O2)c(=O)[nH]c1=O (stereo unspecified)	-20%	2%	-3%	-10%	-1%	.
CN(CC(=O)Nc1ccc(F)cc1)C(=O)CN1C(=O)c2ccccc2C1=O	21%	6%	-3%	?	-13%	.
Cc1nc2oc3c(NCc4ccccc4)ncnc3c2c2c1COC(C)(C)C2	-30%	12µM*	.	?	10%	5%
O=C(CC1C(=O)NCCN1Cc1c(F)cccc1Cl)NCCCOc1cccnc1 (stereo unspecified)	5%	-16%	1%	15µM*	-15%	6%
COc1cc(C(=O)NCc2nnc(SCC(=O)NC3CCCCC3)o2)cc(OC)c1OC	-2%	12%	-10%	?	2%	-5%

Other compounds follow:
structure	HCV inhibitor	Pf growth 48h	Tb PYK inh	Pf growth 96h	Sm TGR block	LmPK inhibitor
O=C(c1ccc(F)cc1)N1CCOCC1	10%	-1%	-1%	?	7%	0%
Cc1ccc(N/C=C(\C#N)c2ccc(OCCCF)cc2)cc1	?	-5%	0%	.	0%	1%
COc1ccc(CC(=O)OCc2cc3ccccc3[nH]c2=O)cc1	0%	?	2%	?	-4%	7%
O=C(CCc1c[nH]c2ccccc12)N1CCN(S(=O)(=O)c2ccccc2)CC1	3%	?	3%	?	7%	.
C/C=C/C(=O)Nc1ccc(N2CCN(c3ccc(C(F)(F)F)cn3)CC2)nc1	2%	?	-5%	0%	-4%	1%
O=C(CCN1C(=O)/C(=C/c2ccc(F)cc2)SC1=S)NC1CCS(=O)(=O)C1 (stereo unspecified)	3%	-14%	-12%	?	9%	1%
O=C(O)CCc1nc2ccccc2c(=O)[nH]1	7%	1%	-2%	29%	8%	2%
CC(C)N(Cc1ccccc1)S(=O)(=O)c1ccc2c(c1)NC(=O)CO2	-8%	-6%	2%	?	0%	-1%
C=CCn1c(=S)[nH]c2cc(-c3ccccc3)sc2c1=O	-3%	32%[activator]	-2%	8%	4%	0%
COc1nc(OC)nc(N2CCC(NC(=O)C(Cc3cccc(OC)c3OC)NC(C)=O)CC2)n1 (stereo unspecified)	16%	?	5%	?	-4%	2%
COc1ccc2nc(N=Nc3ccc(O)c4ccccc34)sc2c1	?	?	-29%	24%	2%	-17%
O=C1c2ccccc2C(=O)N1CCCOc1ccccc1	10%	53%[activator]	-6%	.	3%	5%
COC(=O)c1ccccc1OCCCOc1ccc(C=O)cc1OC	22%	44%[activator]	-2%	139%[activator]	-3%	1%
Cc1nc(SCC(=O)Nc2ccccc2)c2oc3ccccc3c2n1	2%	24%	2%	24%	19%	1%
Cc1nn2c(-c3ccco3)nnc2c2ccccc12	?	0%	.	1%[5.75 µM]	0%	-2%
CCC(=NCCOc1ccc(Cl)cc1)c1c(O)n(C)c(=O)n(C)c1=O	14%	2%	-3%	.	3%	5%
COc1ccc(O)c(/C=N/Nc2nc3ccccc3[nH]2)c1	4%	1.9µM*	-2%	2%	.	0%
O=C(c1ccc2c(c1)N(Cc1ccccc1F)C(=O)c1ccccc1S2)N1CCOCC1	-8%	-29%	4%	?	-1%	1%
O=C(Nc1ccccc1C(=O)N/N=C/c1ccco1)c1ccc(Cl)cc1	-13%	-90%	-12%	?	-11%	-16%
CC(NC(=O)C1CCC1)c1ccccc1 (stereo unspecified)	17%	-8%	0%	.	1%	-2%

(cont.)
structure	HCV inhibitor	Pf growth 48h	Tb PYK inh	Pf growth 96h	Sm TGR block	LmPK inhibitor
COc1ccc(N2C(=O)CC(N3CCN(c4ccccc4F)CC3)C2=O)cc1 (stereo unspecified)	-8%	-1%	3%	22%	?	1%
Cc1ccc(N2C(=O)NC(=O)C3(Cc4ccccc4N4CCN(c5ccccc5)CC43)C2=O)cc1 (stereo unspecified)	2%	?	-5%	?	18µM*	17%
CCOC(=O)c1ccc(NC(=O)C(=O)NCc2ccncc2)cc1	-1%	17%	2%	43%[activator]	8%	2%
COc1cc(OC)cc(-c2c(-c3cccs3)c3cc(-c4ccc5[nH]ccc5c4)ccc3n2C)c1	11µM*	6.6µM*	2%	2.3µM*	-21%	.
O=C1C(=O)N(C2CCCC2)C(=O)N1Cc1c(F)cccc1Cl	15%	13%	-24%	-11%	-2%	-6%[11.5 µM]
CCOC(=O)C1CCN(C(=O)COC(=O)c2cccc(F)c2)CC1	2%	?	4%	9%	2%	-10%
COc1ccc2c3n(nc2c1)CCN=C3c1ccc(C)cc1	?	0%	0%	?	-8%	.
COc1ccccc1N1CC(C)(C)C(=O)N(C(=O)c2c(F)cccc2Cl)C1=S	3%	?	-13%	?	-1%	1%
Cc1cc2oc(=O)cc(C)c2cc1NC(=O)CCl	?	?	-13%	4.7µM*	13µM*	-1%
CCn1c(C)c(C(C)=O)c(N2CCCCC2)nc1=S	0%	0%	1%	12µM*	2%	0%
C[C@H](OC(=O)N1CCN(C(c2ccccc2)c2ccccc2)CC1)[C@@H]1O[C@@]2(C)CCC[C@H]1O2	-7%	6.6µM*	5%	4.7µM*	-2%	.
Cc1ccc(NC(=O)CC2SC(=O)N(c3ccccc3)C2=O)cc1 (stereo unspecified)	14%	-8%	-14%	-20%	?	2%
Cc1ncc(CSc2nc3ccccc3[nH]2)c(N)n1	0%	19%	0%	39%[activator]	-6%	3%
O=C(COC(=O)c1cc([N+](=O)[O-])ccc1NCCO)Nc1ccc2c(c1)OCO2	11µM*	21%	1%	-3%	.	3%
OCc1nnn(-c2cccc(C(F)(F)F)c2)c1CO	11%	56%	0%	198%[activator]	-22%	1%
CC(=O)C1=C(C)Nc2ncnn2C1c1ccccc1 (stereo unspecified)	17%	32%[activator]	0%	0.33µM*	-20%	-1%
Nc1ccc(Oc2cc(N)cc(Oc3ccccc3)c2)cc1	-6%	63%[activator]	-5%	?	-4%	1%
CCN(CC(=O)Nc1c(F)cccc1F)C(=O)C1CCN(S(=O)(=O)c2ccc(F)cc2)CC1	-19%	-2%	0%	-1%	1%	.
C/C(=N\NC(=O)Cc1ccc(Cl)cc1)c1cccnc1	-2%	12%	6%	?	-16%	7%
Cc1ccc(C(=O)CSC2=C(C#N)C(c3ccco3)C3=C(CC(C)(C)CC3=O)N2)cc1 (stereo unspecified)	?	.	-12%	0%	43%[activator]	5%
Cc1cc(C(=O)NCc2cccnc2)no1	.	18%	4%	.	3%	-1%
CCC(C)N1CNc2c(c(=O)[nH]c(=S)n2-c2cccc(C)c2)C1 (stereo unspecified)	33%[activator]	-7%	-10%	i	-21%	-13%
